Screening results from PubChem.
KCNQ1 inh: inhibitors of human KCNQ1 channel, primary screen, cell-based, thallium flux, high-throughput. Potassium voltage-gated channel subfamily KQT member 1 (Homo sapiens), P51787. CHO-K1 KCNQ1, FluxOR thallium flux fluorescence; active compounds read high. B-score at 10 µM. 1.3% of 310,000 active. AID 2642, 2010;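 active = compounds whose thallium flux B-score, printed positive for inhibition, exceeds three library SD while starting fluorescence stays within three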;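 also: channel opened by potassium depolarization with thallium stimulus after 20 min compound exposure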
RGS4 pot: RGS4 potentiators or activators, primary screen, cell-based, HEK293 M3R inducible RGS4, calcium flux; carbachol calcium flux Fluo4; active compounds read low; B-score at 10 µM; 0.92% of 310,000 active; AID 463111, 2010;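 active = B-score of the integrated calcium signal more than 4 SD below the library mean, with starting fluorescence not abnormally high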;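 also: negative B-score means reduced calcium response which marks RGS4 activation or potentiation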
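Assay system: Inducible-RGS4 HEK293 cells carrying M3 receptor | Schedule: Compound preincubation 20 min at room temperature before agonist | Signal: Kinetic calcium fluorescence imaging with Fluo4-AM dye, 2 µM | Read-out basis: B score from integrated fluorescence ratio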
KCNK3 inh: human KCNK3 channel inhibitors, primary screen, CHO cells, FluxOR thallium flux, B-score; Potassium channel subfamily K member 3 (Homo sapiens), O14649; FluxOR fluorescence; active compounds read low; B-score at 10 µM; 0.84% of 340,000 active; AID 602410, 2012;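 active = B-score under library mean minus 4 SD, starting fluorescence ratio at most library mean plus 5 SD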;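 also: more negative B-score means stronger inhibition of thallium flux through KCNK3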
Target sequence (O14649 whole entry, looked up): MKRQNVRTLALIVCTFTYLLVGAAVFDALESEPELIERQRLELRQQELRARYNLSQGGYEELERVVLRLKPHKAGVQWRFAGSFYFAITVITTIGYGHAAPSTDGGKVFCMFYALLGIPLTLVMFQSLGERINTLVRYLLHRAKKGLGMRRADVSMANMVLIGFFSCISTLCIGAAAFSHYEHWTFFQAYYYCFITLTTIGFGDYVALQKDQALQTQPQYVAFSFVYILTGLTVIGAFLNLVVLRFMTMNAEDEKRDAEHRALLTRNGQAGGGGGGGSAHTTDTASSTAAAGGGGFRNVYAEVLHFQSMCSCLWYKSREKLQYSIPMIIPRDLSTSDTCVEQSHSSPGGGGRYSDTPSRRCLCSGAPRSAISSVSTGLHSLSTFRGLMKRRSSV
KCNK9 block: KCNK9 potassium channel inhibitors, primary screen, HEK293 cells, thallium flux | FluxOR thallium flux fluorescence; active compounds read low | AID 488922, 2010 | B-score at 10 µM | 1.2% of 310,000 active | Potassium channel subfamily K member 9 (Homo sapiens), Q9NPC2;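 active = ratio B-score over 3 SD below the library mean, with starting fluorescence within 5 SD of its mean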;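 also: negative B-score means less thallium flux so channel inhibition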
SKKanGAS inh: S. pyogenes SKKanGAS growth inhibitors in kanamycin, primary screen, streptokinase expression inhibitor project, SKKanGAS strain, BacTiter-Glo luminescence. 6 h. inhibition, % at 7.5 µM. 1.3% of 300,000 active;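 active = mean replicate score, as percent of positive control median, at least 50; inconclusive = mean below 50 but one replicate at or above 50; inactive = mean and every replicate below 50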;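 also: strain carries kanamycin resistance gene driven by streptokinase promoter and grows in 40 µg/ml kanamycin; loss of luminescence reflects streptokinase promoter inhibition or plain growth inhibition; 0% = median of DMSO wells and 100% = positive control at its reference dose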
HDAC3 inh: HDAC3 deacetylase inhibitors, primary screen, biochemical, fluorescence, cell-free homogeneous | recombinant HDAC3, fluorogenic peptide/trypsin coupled | 0.15% of 320,000 active | inhibition, % at 8.3 µM | Histone deacetylase 3 (Homo sapiens), O15379 | AID 2718, 2010; in the data active = inhibition above about 26%, passing the limit was not always enough; inconclusive = no clear call, values can overlap the other calls
Target sequence (O15379 whole entry, looked up): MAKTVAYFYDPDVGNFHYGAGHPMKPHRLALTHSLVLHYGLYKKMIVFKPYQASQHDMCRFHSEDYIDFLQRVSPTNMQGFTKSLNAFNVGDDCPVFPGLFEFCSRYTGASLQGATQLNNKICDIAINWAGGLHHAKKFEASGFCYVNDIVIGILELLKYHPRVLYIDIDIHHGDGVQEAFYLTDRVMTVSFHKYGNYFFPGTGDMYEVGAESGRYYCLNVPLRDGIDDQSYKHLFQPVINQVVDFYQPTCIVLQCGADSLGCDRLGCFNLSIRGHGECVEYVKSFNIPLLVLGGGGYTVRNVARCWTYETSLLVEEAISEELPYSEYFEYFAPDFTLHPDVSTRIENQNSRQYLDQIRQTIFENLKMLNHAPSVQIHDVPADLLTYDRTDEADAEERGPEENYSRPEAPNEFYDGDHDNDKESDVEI
hERG protect: hERG rescue from dofetilide block, primary screen, cell-based, CHO-hERG, FluxOR thallium flux, dofetilide IC70 | 0.51% of 310,000 active | Voltage-gated inwardly rectifying potassium channel KCNH2 (Homo sapiens), Q12809 | dofetilide IC70 present | activation (rescue from dofetilide block), less the hit threshold, % at 10 µM;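 active = activation above the mean of controls blocked by dofetilide plus 5 SD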;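 also: thallium influx through hERG after potassium depolarization seen as dye fluorescence rise; in these data hits start at about 4.7%; inactives centre near -7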
ANO1 block: TMEM16A chloride channel inhibitors, primary screen, cell-based, HTS. HEK293 TMEM16A/YFP iodide influx fluorescence, ionomycin. normalized B-score (activity score, 25-100; higher = stronger inhibition) at 10 µM. 1.2% of 310,000 active. AID 588511, 2011;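 active = ratio plate-corrected score three or more library SD toward inhibition, starting fluorescence score within five deviations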;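 also: score derived from kinetic fluorescence span divided by baseline fluorescence per well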
TMEM16A act: TMEM16A chloride channel activators or potentiators, primary screen, cell-based, HTS; HEK293 TMEM16A/YFP-H148Q/I152L, iodide quench fluorescence; active compounds read low; AID 623877, 2012; B-score at 10 µM; 0.3% of 340,000 active;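 active = fluorescence-ratio B-score plate-corrected deviation score at least 3 library SD below zero, with starting fluorescence score within 5 deviations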;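 also: channel opened by trigger with iodide after compound preincubation; score built on the fluorescence ratio of max minus min over baseline; more negative score means more quench and so TMEM16A activation or potentiation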
KCNQ1 act: potentiators or activators of KCNQ1 channel, primary screen, cell-based, thallium flux, high-throughput. Potassium voltage-gated channel subfamily KQT member 1 (Homo sapiens), P51787. CHO-K1 KCNQ1, thallium flux FluxOR fluorescence; active compounds read high. B-score at 10 µM. 0.35% of 310,000 active. AID 2648, 2010;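 active = fluorescence ratio B-score, a plate-corrected score, at least three library SD, with initial intensity B-score within 5 SD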
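System: CHO-K1 cells stably expressing KCNQ1 / Medium: assay buffer for compound exposure, DMSO matched across wells / Reagent: thallium- and potassium-containing depolarizing buffer / Compound: one concentration, matched DMSO / Incubation: 20 min compound pretreatment at room temperature / Measured by: kinetic FluxOR fluorescence, 10 s baseline plus 110 s post-stimulus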
RGS4 inh: RGS4 inhibitors, primary screen, cell-based, HEK293 M3R inducible RGS4, calcium flux. Regulator of G-protein signaling 4 (Homo sapiens), P49798. Fluo-4 calcium flux; active compounds read high; triggered by carbachol at its EC20. B-score at 10 µM. 0.45% of 310,000 active. AID 463165, 2010;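 active = B-score, a plate-corrected calcium signal, over three deviations above library mean, with baseline fluorescence within five deviations of library mean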;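 also: RGS4 expression induced by doxycycline in cells with stable M3 receptor; B-score is computed from the integrated fluorescence ratio over baseline after carbachol; higher B-score means a larger calcium signal and so more RGS4 inhibition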
Target sequence (P49798 whole entry, looked up): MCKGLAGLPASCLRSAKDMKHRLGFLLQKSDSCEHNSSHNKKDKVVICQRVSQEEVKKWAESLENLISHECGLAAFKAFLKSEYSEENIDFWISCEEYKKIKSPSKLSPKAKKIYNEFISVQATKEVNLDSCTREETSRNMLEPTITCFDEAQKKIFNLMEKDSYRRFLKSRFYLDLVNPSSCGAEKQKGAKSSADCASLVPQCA
The depositor's hits bear a star; i = inactive; ? = inconclusive; . = not tested or not shown.

SMILES	KCNQ1 inh	RGS4 pot	KCNK3 inh	KCNK9 block	SKKanGAS inh	HDAC3 inh	hERG protect	ANO1 block	TMEM16A act	KCNQ1 act	RGS4 inh
O=C(COc1ccc(S(=O)(=O)NCc2ccccc2)cc1Cl)N1CCOCC1	i	i	i	i	0	4	-7	i	i	i	i
CCn1cc(/C=C(\NC(=O)c2cc(OC)c(OC)c(OC)c2)C(=O)N2CCN(C)CC2)c2ccccc21	i	i	i	i	-2	6	-6	i	i	i	i
Cc1nc(SCC(=O)N2CC(=O)Nc3ccccc32)nc(C)c1C	i	i	i	i	6	3	-7	i	i	i	i
Cc1nc2c(C#N)c(C)[nH]n2c(=O)c1Cc1ccccc1	i	i	i	i	5	-3	-4	i	i	i	i
COc1cc(/C=C/C(=O)OCC(=O)NCCc2ccccc2)ccc1OC(F)F	i	i	i	i	-3	0	-10	i	i	i	i
CC(=O)OC(C)CS(=O)(=O)c1ccccc1 (stereo not given)	i	i	i	i	-7	3	-3	i	i	i	i
O=c1c(Cc2ccccc2O)c(O)nc2n1CCCS2	i	i	i	i	4	-3	-8	i	i	i	i
CCOc1ccc2cc(C#N)c(SCC(=O)N3CCC(C)CC3)nc2c1	i	i	i	i	-2	-5	-10	i	i	i	i
O=C(N/N=C/c1ccsc1)c1ccc2ccccc2n1	i	i	i	i	-3	10	-17	i	i	i	i
Cc1cc(C(=O)OC(C)C(=O)Nc2cccc(S(=O)(=O)N3CCOCC3)c2)c(C)o1 (stereo not given)	i	i	i	i	14	5	-5	i	i	i	i
CCCc1cc(=O)[nH]c(SCC(=O)c2[nH]c(C)c(C(=O)OCC)c2C)n1	i	i	i	i	4	.	-1	i	i	i	i
COc1ccc(NC(=O)COC(=O)c2ccc(N3CCCC3=O)cc2)cc1OC	i	i	i	i	3	-3	-10	i	i	i	i
CCC1=C(OC(=O)N(CC)CC)N2C(=O)OC(=NCCOC)[C@]2(Cc2ccccc2)[C@H]2C1=CC[C@H]1C(=O)N(CC)C(=O)[C@H]12	i	i	i	i	6	1	-3	i	i	i	i
Cc1cc(OCCCC(=O)N2CCCCC2)cc(C)c1Cl	i	i	i	i	-10	3	-5	i	i	i	i
Cc1ccc(C(=O)NCCNS(=O)(=O)c2ccccc2[N+](=O)[O-])cc1	i	i	i	i	5	2	-10	i	i	i	i
CC(=O)Nc1ccc(S(=O)(=O)N2CCCC2)cc1	i	i	i	i	-1	-1	-5	i	i	i	i
CC(NC(=O)c1ccco1)C(=O)OC(C)C(=O)NCc1ccccc1 (stereo not given)	i	i	i	i	0	.	2	i	i	i	i
O=C(Cc1ccccc1)CC1(O)C(=O)Nc2ccccc21 (stereo not given)	i	i	i	i	-1	2	-9	i	i	i	i
Cc1c(/C=N\NC(=O)c2cccc(F)c2)cnn1C	i	i	i	i	0	1	-7	i	i	i	i
COc1cccc(C(=O)Nc2ccc(S(=O)(=O)NCc3ccco3)cc2)c1	i	i	i	i	3	2	-9	i	.	i	i
COc1ccc(-n2c(N)c(-c3nc4ccccc4n3C)sc2=S)cc1	i	i	i	i	20	-7	-10	i	i	i	i
CCOC(=O)c1c(CN2CCOCC2)oc2ccc(OC)cc12	i	i	i	i	3	-1	-12	i	.	i	i
COc1ccc(C(=O)OCC(=O)NC2CC2)cc1S(=O)(=O)N(C)Cc1ccccc1	i	i	i	i	0	-2	-9	i	i	i	i
COCCNC(=O)/C(C#N)=C/C=C/c1ccccc1	i	i	i	i	3	8	-4	i	i	i	i

Complete entries as entered above. Order of values: KCNQ1 inh | RGS4 pot | KCNK3 inh | KCNK9 block | SKKanGAS inh | HDAC3 inh | hERG protect | ANO1 block | TMEM16A act | KCNQ1 act | RGS4 inh
`COc1cccc(C(=O)Nc2ccc(S(=O)(=O)NCc3ccco3)cc2)c1` is entered as i | i | i | i | 3 | 2 | -9 | i | . | i | i
`O=C(Cc1ccccc1)CC1(O)C(=O)Nc2ccccc21` (stereo not given) is entered as i | i | i | i | -1 | 2 | -9 | i | i | i | i
`COc1ccc(C(=O)OCC(=O)NC2CC2)cc1S(=O)(=O)N(C)Cc1ccccc1` is entered as i | i | i | i | 0 | -2 | -9 | i | i | i | i
`CCC1=C(OC(=O)N(CC)CC)N2C(=O)OC(=NCCOC)[C@]2(Cc2ccccc2)[C@H]2C1=CC[C@H]1C(=O)N(CC)C(=O)[C@H]12` is entered as i | i | i | i | 6 | 1 | -3 | i | i | i | i

Remaining list, next part:
SMILES	KCNQ1 inh	RGS4 pot	KCNK3 inh	KCNK9 block	SKKanGAS inh	HDAC3 inh	hERG protect	ANO1 block	TMEM16A act	KCNQ1 act	RGS4 inh
Cc1[nH]c(=O)[nH]c1C(=O)CCCCC(=O)OCC(=O)Nc1ccccn1	i	i	i	i	2	.	-3	i	i	i	i
O=C(NC(=S)Nc1ccccc1O)c1ccc(Cl)cc1Cl	i	i	i	i	6	3	-10	i	i	i	i
Cc1ccc(C23CC4CC(CC(C(=O)NC(C)C)(C4)C2)C3)cc1	i	i	i	i	-3	0	-3	i	i	i	i
CCOc1ccccc1/C=N/Nc1nc2ccccc2o1	i	i	i	i	2	-1	-12	i	i	i	i
COC(=O)C1CCN(S(=O)(=O)c2c(C)n(C)c(=O)n(C)c2=O)CC1	i	i	i	i	-2	.	-3	i	i	i	i
CCCc1c(C)nc2c(OC)cccc2c1SCC(=O)O	i	i	i	i	2	-4	4.7*	i	i	i	i
COC(=O)C1CN(S(=O)(=O)c2ccccc2)CCN1S(=O)(=O)c1ccccc1 (stereo not given)	i	i	i	-7.3*	-5	-5	-12	i	i	i	i
NC(=O)CC(NC(=O)Cc1cccc2ccccc12)c1ccc(NCCc2ccc(F)cc2)c([N+](=O)[O-])c1 (stereo not given)	i	i	i	i	3	0	-5	i	i	i	i
O=C(NCCN1CCOCC1)c1ccc(CSCc2cccc(Cl)c2)o1	i	i	i	i	-7	-6	-13	i	i	i	i
Cc1nc2nc(N)nc(OCc3ccccc3)c2nc1C	i	i	i	i	-3	-56	0	i	i	i	i
CCOC(=O)C1CCN(C(=O)C(=O)c2cn(CC(=O)N3CCCCCC3)c3ccccc23)CC1	i	i	i	i	18	4	-11	i	i	i	i
O=C(NCCc1cnccn1)C1CCC(=O)N(Cc2ccc(Cl)cc2)C1 (stereo not given)	i	i	i	i	-2	6	-9	i	i	i	i
COc1ccc2cc(C(=O)N3CCN(c4ccccc4F)CC3)[nH]c2c1	i	i	i	i	-10	8	-10	i	i	i	i
CCCOC(=O)Nc1ccc(S(=O)(=O)Nc2ncccn2)cc1	i	i	i	i	-16	-5	-14	i	i	i	i
COc1ccc(NC(=O)c2cc3c(s2)CCC(C)C3)cc1S(=O)(=O)N1CCOCC1 (stereo not given)	i	i	i	i	6	7	-7	i	i	i	i
CN1C(=O)N(C)C2(c3ccccc3)Nn3c(s/c(=C/c4ccco4)c3=O)=NC12c1ccccc1 (stereo not given)	i	i	i	i	18	1	-9	i	i	i	i
COc1ccc(-n2nc3c(c2NC(=O)c2ccc4c(c2)OCO4)CS(=O)(=O)C3)cc1	i	i	i	i	1	3	-7	i	i	i	i
CC(=O)NC(=S)Nc1ccc(NC(=O)c2cccs2)cc1	i	i	i	i	-1	-11	-10	i	i	i	i
COc1ccc(-c2nc(SCC(=O)N3CCOCC3)n[nH]2)cc1	i	i	i	i	3	0	-3	i	i	i	i
COc1ccc(S(=O)(=O)N2CCCC2CNC(=O)C(=O)NCc2ccccc2)cc1 (stereo not given)	i	i	i	i	-4	0	-17	i	i	i	i
CC(C)(C)NC(=S)N1CCC(C(=O)c2ccc(F)cc2)CC1	i	i	i	i	-2	5	-6	i	i	i	i
CCSc1nnc(NC(=O)c2cccnc2)s1	i	i	i	i	3	7	-7	i	i	i	i
O=c1c2nncn2c2cccnc2n1CCNc1ncc(C(F)(F)F)cc1Cl	i	i	i	i	-8	?	-11	i	i	i	i
CN(C)C(=O)C[n+]1ccc(C(N)=O)cc1	i	i	i	i	5	-3	-12	i	i	i	i
COc1ccc(NC(=O)CN2CC(C)OC(C)C2)cc1Cl (stereo not given)	i	i	i	i	-6	4	-11	i	i	i	i
O=S(=O)(Nc1cccc(-n2cnnn2)c1)c1cc(Br)ccc1Br	i	i	i	i	-1	7	-5	i	i	i	i
COc1ccc(NC(=O)CCCN2C(=O)C3C4C=CC(C4)C3C2=O)c(OC)c1 (stereo not given)	i	i	i	i	0	6	-2	i	i	i	i
O=C(O)c1cccc2c3c([nH]c12)CCCC3	i	i	i	i	3	5	-6	i	i	i	i
COC(=O)Nc1ccc(S(=O)(=O)n2cnc3ccccc32)cc1	i	i	i	i	2	-3	-5	i	i	i	i
COc1cccc(N2C(=NC(=O)C3CCCCC3)SC3CS(=O)(=O)CC32)c1 (stereo not given)	i	i	i	i	-3	-5	-8	i	i	i	i
COc1ccc(CN2CCN(c3ccc(F)cc3)CC2)c(OC)c1OC	i	i	i	i	-2	-1	-6	i	i	i	i
CCn1c(=O)n(CC(=O)Nc2cc(OC)c(OC)c(OC)c2)c(=O)c2ccccc21	i	i	i	i	-5	-2	-7	i	i	i	i
c1ccc(COC2CCCN(Cc3nc(-c4cnccn4)no3)C2)nc1 (stereo not given)	i	i	i	i	-4	-2	-14	i	i	i	i
Cc1cc(=O)n2[nH]c(N3C(=O)CCC3=O)nc2n1	i	i	i	i	-3	-8	-6	i	i	i	i
CCOC(=O)C1CCCN(Cc2c(C(=O)N3CCOCC3)nc3ccccn23)C1 (stereo not given)	i	i	i	i	-9	-6	-10	i	i	i	i

Hits appear at their usual frequency, and some 6.3% of all compounds hit somewhere here.
